Yeast life ext: compounds extending yeast replicative lifespan, primary screen, S. cerevisiae, OD615. S. cerevisiae growth with nicotinamide; deaD strain in restrictive glucose medium. AID 775, 2007. inhibition of the nicotinamide effect, % at 10 µM. 0.68% of 130,000 active;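 active means inhibition above a set limit, placed 3 SD over the median of all compounds, cut at about 26% in these data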;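 further: 0% = nicotinamide-treated wells and 100% = cells grown without nicotinamide; some compounds called inactive have numbers as strong as hits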
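Material: Modified budding yeast, DeaD strain | Medium: Restrictive glucose medium | Probe or stimulus: 1.5 mM nicotinamide | Dosing: Single dose 10 µM compound, 0.25% DMSO | Times: 48 h at 30 °C | Technique: OD615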
MRP1 act: H69AR viability gain despite doxorubicin, primary screen, MRP-1 activator project, H69AR cells, CellTiter-Glo | viability rescue | viability increase, % at 10 µM | 0.61% of 140,000 active;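 active means viability gain under doxorubicin at or above a set limit, the compound median plus 3 SD, cut at about 4.7% in these data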;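 further: MRP-1 overexpressing cells given doxorubicin 25 µM after compound pretreatment; 18-22 h compound pretreatment then 72 h with doxorubicin before readout; 0% = doxorubicin-only wells and 100% = vehicle-treated cells without doxorubicin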
HCT116 PTEN-null: growth suppression of PTEN-null HCT116, primary screen, cell-based, CellTiter-Glo; HCT116 PTEN-null viability, 60 h; active compounds read low; 1.2% of 140,000 active; viability, % at 10 µM;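 active means viability at or below a set limit, 4 SD under the median of all tested compounds, cut at about 3.7% in these data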;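 further: PTEN knockout HCT116 line with beta catenin targeted HCT116 as companion control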
GALR2 antag: GALR2 antagonists in receptor-expressing cells, primary screen; antagonist mode; 0.39% of 140,000 active; Galanin receptor type 2 (Homo sapiens), O43603; inhibition, % at 4 µM; in the data active means inhibition above about 27%;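 further: cells stimulated with galanin 1-16 at roughly its EC80; 0% = agonist challenge control and 100% = basal control without agonist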
Target sequence (O43603 whole entry, looked up): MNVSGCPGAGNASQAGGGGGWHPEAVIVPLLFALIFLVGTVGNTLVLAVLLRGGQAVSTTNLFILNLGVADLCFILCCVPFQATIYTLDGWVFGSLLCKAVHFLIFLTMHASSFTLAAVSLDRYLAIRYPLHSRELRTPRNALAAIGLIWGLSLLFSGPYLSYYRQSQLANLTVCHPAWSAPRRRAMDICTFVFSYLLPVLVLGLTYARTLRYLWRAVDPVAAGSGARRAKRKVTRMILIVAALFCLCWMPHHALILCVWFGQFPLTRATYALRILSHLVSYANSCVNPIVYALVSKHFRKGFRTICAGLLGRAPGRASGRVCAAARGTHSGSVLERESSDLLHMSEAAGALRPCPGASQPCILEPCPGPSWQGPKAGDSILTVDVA
E-sel TNF inh: E-selectin induction blockers in HUVEC – imaging, immunofluorescence, high content, primary screen; HUVEC TNFa-induced E-selectin immunofluorescence; 0.71% of 120,000 active; AID 1246, 2008; inhibition, % at 2 µM;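 active means inhibition above the batch mean plus 3 SD, and confirmed as a hit on visual image review, cut at about 43% in these data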;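 further: 0% = TNF-stimulated DMSO wells and 100% = unstimulated control wells; not every result past the cut was called active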
Measles CPE: compounds protecting cells from measles virus cytopathic effect, primary screen, measles RdRp inhibitor project, single point, MLSMR library, absorbance. Measles virus-infected cells, CPE protection. protection (pct of control), % at 4 µM. 1.5% of 140,000 active; in the data active means protection mostly above about 24%, no sharp cut-off; inactive means mostly below about 26%; further: some compounds called inactive have numbers as strong as hits
Phagocytosis inh: inhibitors of macrophage phagocytosis, primary screen, imaging, J774A.1 cells, IgG beads. J774A.1 macrophage IgG-bead phagocytosis. inhibition, % at 5 µM. 0.07% of 110,000 active;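 active means inhibition above the mean of the plate negative controls plus 5 SD, cut at about 13% in these data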;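 further: phagocytic index as fraction of beads internalized from green versus red external bead signal; plate controls were DMSO negative control for no effect and cytochalasin-D positive control for full effect; some results beyond the cut were filed as inactive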
BB579 growth dn: growth inhibitors of yeast BB579 in restrictive medium, primary screen, yeast lifespan-shortening project, S. cerevisiae | inhibition, % at 10 µM | 0.51% of 140,000 active | OD615, 48 h;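 active means inhibition above a set limit, 3 SD over the mean compound inhibition, cut at about 44% in these data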; further: inactives centre near -24
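Material: Saccharomyces cerevisiae DeaD strain BB579, replicative lifespan model yeast; buffer or medium: CSMM-D restrictive synthetic medium containing dextrose (glucose); compound: 10 µM single dose, DMSO 0.25%; timing: 48 h compound exposure at 30 °C after 4 h preincubation; signal: turbidity as optical density at 615 nm; benchmarks: positive control amphotericin B 10 µg/mL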
bCat KO growth: primary screen for growth suppressors in beta-catenin knockout HCT116 cells (colon tumor, human) | 1.5% of 140,000 active | HCT116 beta-catenin knockout viability, CellTiter-Glo, 60 h; active compounds read low | viability, % at 10 µM;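 active means viability at or under a set limit, the compound median less 4 SD, cut at about 6% in these data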;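 further: 0% = Hyamine 1622 control at 20 µM and 100% = untreated cell control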
NPY Y2 blocker: NPY-Y2 receptor antagonists, primary screen, cell-based; Neuropeptide Y receptor type 2 (Homo sapiens), P49146; NPY-Y2 expressing cells, antagonist mode; inhibition, % at 2.7 µM; 0.99% of 140,000 active; AID 793, 2007; in the data active means inhibition above about 17%;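 further: 0% = vehicle with agonist challenge and 100% = reference antagonist with challenge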
Target sequence (P49146 whole entry, looked up): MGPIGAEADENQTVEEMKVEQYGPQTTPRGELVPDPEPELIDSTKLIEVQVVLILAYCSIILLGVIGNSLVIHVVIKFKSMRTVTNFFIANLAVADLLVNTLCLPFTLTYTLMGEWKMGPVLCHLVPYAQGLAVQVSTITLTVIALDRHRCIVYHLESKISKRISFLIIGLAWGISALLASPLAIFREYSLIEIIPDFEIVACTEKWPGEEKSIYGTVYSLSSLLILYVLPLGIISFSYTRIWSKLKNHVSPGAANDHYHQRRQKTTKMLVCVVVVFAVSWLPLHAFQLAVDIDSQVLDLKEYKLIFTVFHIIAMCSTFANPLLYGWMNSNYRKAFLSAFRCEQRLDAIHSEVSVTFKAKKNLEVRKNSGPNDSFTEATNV
An asterisk follows results filed as active; / = no result given. Compounds as they come; any-hit rate near 6.1%.

SMILES | Yeast life ext | MRP1 act | HCT116 PTEN-null | GALR2 antag | E-sel TNF inh | Measles CPE | Phagocytosis inh | BB579 growth dn | bCat KO growth | NPY Y2 blocker
Cc1ccc(OCc2nn3c(-c4ccco4)nnc3s2)cc1 | -12 | -0.3 | 99 | -4 | 0 | 24 | 0 | -74 | 82 | 11
COc1ccc2nc3sc(C(=O)NCc4cccs4)c(N)c3cc2c1 | -8 | -3.6 | 85 | 7 | / | 6 | -1 | -49 | 76 | 0
CNc1oc(-c2ccc(Cl)cc2)nc1C#N | -27 | -1.4 | 100 | 9 | 17 | 22 | / | 12 | 98 | 0
Cc1ccccc1C(=O)NC(NC(=O)c1ccccc1C)c1cccc([N+](=O)[O-])c1 | -2 | -5.2 | 47 | -4 | -9 | 11 | -9 | -11 | 53 | 13
Cc1ccc(C)c(-c2cc(C(=O)NCc3cccs3)c3ccccc3n2)c1 | -13 | -1.3 | 43 | -11 | 6 | 27 | / | -57 | 53 | 6
CC(C)CCC1CC(CSC(=N)N)OC1=O (centres undefined) | -2 | 5.1* | 99 | -1 | -8 | 22 | 4 | -13 | 96 | -1
COCCN=C1Sc2nc3c(C)cccc3cc2CN1Cc1ccco1 | -6 | -2.6 | 87 | -13 | -20 | 19 | / | -36 | 89 | 0
Cc1cc(-c2ccco2)n(CC(=O)NCc2ccco2)n1 | -11 | -1.0 | 85 | 3 | 76* | 7 | 0 | 18 | 90 | 1
Cc1ccc(N2CC(C(=O)Nc3ccccn3)CC2=O)cc1 (centres undefined) | -2 | -0.8 | 102 | 18 | -19 | 8 | -5 | -11 | 94 | 0
CC1Cc2ccccc2N1C(=O)c1ccnc(C(C)(C)C)c1 (centres undefined) | 7 | -3.0 | 82 | 2 | 7 | 2 | -1 | -49 | 83 | 4
COc1ccc(-c2nc3ccncc3[nH]2)cc1OC | -23 | -2.1 | 94 | -5 | -32 | 6 | 2 | -11 | 92 | -2
CCC(C)NC(=O)C1CN(S(=O)(=O)c2ccccc2)CCN1S(=O)(=O)c1ccccc1 (centres undefined) | -13 | 0.6 | 81 | 0 | -24 | 18 | 0 | 27 | 92 | 0
O=C(Nc1cccc(Cl)c1)c1csc(-c2ccccc2)n1 | -16 | -1.3 | 78 | 9 | -7 | 10 | 1 | -16 | 85 | 16
Cc1c(C(=O)N2CCC(C)CC2)sc2ncnc(N(C)c3ccccc3)c12 | / | -3.5 | 74 | -1 | -26 | 2 | / | -2 | 78 | 6
COc1ccc(CNC(=O)c2ccccc2C(=O)O)cc1 | 2 | 1.7 | 102 | -2 | / | 6 | -5 | -42 | 97 | 2
COc1ccc(C(=O)NC(C(=O)NCc2ccccn2)C(C)C)cc1 (centres undefined) | -1 | -1.0 | 100 | 1 | / | 0 | 0 | -37 | 116 | 2
O=C(COc1ccc(Cl)cc1)N(Cc1ccccc1)c1ccccn1 | 7 | -1.6 | 80 | -1 | 1 | 2 | / | -25 | 92 | 6
CCCCCCSc1nc(O)c(C2OC(=O)c3c2ccc(OC)c3OC)c(=O)n1-c1ccccc1 (centres undefined) | 2 | 0.4 | 91 | -9 | -15 | 14 | -1 | -26 | 83 | 9
CN(C)c1oc(COc2ccccc2F)nc1C#N | -17 | 0.2 | 98 | -2 | -4 | 19 | / | -80 | 94 | 3
O=C1CN(C(=O)COC(=O)/C=C/c2ccc(OC(F)F)cc2)c2ccccc2N1 | -3 | -0.6 | 75 | -4 | / | 2 | -4 | -33 | 74 | 1
O=C(NC(c1ccc(Cl)cc1)c1cc(Cl)c2cccnc2c1O)c1cccnc1 (centres undefined) | -3 | -3.5 | 13 | 1 | -24 | 1 | -9 | -25 | 9 | 4
Cc1ccc(C)c(NC2=NCC(=O)N2C2CCCCC2)c1 | / | -4.7 | 77 | -5 | 4 | 10 | / | -8 | 74 | 1
CCOc1ccccc1NC=C1C(=O)OC(C)(C)OC1=O | -32 | -3.7 | 100 | -6 | 27 | 21 | / | -27 | 96 | 2
O=C(NC1CC1)c1cccc(Nc2ccc(-c3ccc4c(c3)OCCO4)nn2)c1 | -6 | -1.5 | 51 | 15 | 13 | 24 | / | -29 | 56 | -1
COc1ccc(-c2cc3ccccc3n2CC(O)CN2CCOCC2)cc1 (centres undefined) | -11 | -2.6 | 84 | 5 | -17 | 6 | 1 | -13 | 82 | 2
Cc1ccccc1-c1n[nH]c(=S)n1/N=C/c1c(C)nn(-c2ccccc2)c1C | 2 | -4.1 | 59 | 9 | / | 30 | -19 | -14 | 59 | 2
CC(Sc1nnc(C(C)N(C)C)n1-c1ccc(Cl)cc1)C(=O)Nc1ccc2c(c1)OCO2 (centres undefined) | -15 | -2.2 | 83 | -4 | / | 3 | / | -50 | 82 | 0
COc1ccc(C(=O)NN(C)c2nc(-c3ccccc3)cc(C)c2S(C)(=O)=O)cc1 | -3 | -0.1 | 105 | -5 | 4 | 6 | / | -8 | 91 | 3
COc1ccc(C(C)=O)cc1COC(=O)Cn1cnc2ccccc2c1=O | -8 | -1.2 | 98 | 4 | / | 6 | -3 | -29 | 89 | 2
COc1ccc(-n2nc(N)c3c(=O)oc(N(C)C)nc32)cc1 | -12 | 0.8 | 93 | -2 | -2 | 4 | / | -17 | 91 | 4
Cc1ccc(S(=O)(=O)CCc2nc3ccccc3s2)cc1 | / | -4.9 | 100 | -19 | -32 | 14 | / | -19 | 94 | 7
COc1ccc(CN2C(=O)CN=C2Nc2ccc(C)cc2C)cc1 | -10 | -2.0 | 94 | -1 | -16 | 1 | -1 | -7 | 103 | 4
CCOC(=O)Nc1nnc(-c2cccc(OC)c2)s1 | -22 | -1.0 | 83 | -3 | -1 | 11 | 7 | -42 | 80 | 3
CCc1cccc(CC)c1-n1c(SCC(=O)c2c(N)n(C)c(=O)n(C)c2=O)nnc1-c1cccnc1 | 11 | -0.1 | 99 | -2 | / | 12 | -13 | -52 | 98 | 7
COC(=O)c1c(N)sc(C(C)=O)c1C | -11 | -1.1 | 98 | 7 | -3 | 21 | 0 | -1 | 92 | -1
O=C(Cc1c[nH]c2ccccc12)NCc1ccc(Cl)cc1 | -5 | -2.4 | 95 | 4 | 5 | 2 | -5 | -3 | 93 | -2
C=CCNc1ncnc2ccc(Br)cc12 | -9 | -1.9 | 53 | 5 | 17 | 8 | 0 | -24 | 56 | 7
CC1CCCN(C(=O)C(C)Sc2nc(-c3ccccc3)cc(C(F)(F)F)n2)C1 (centres undefined) | 20 | -0.6 | 76 | -9 | / | 5 | -1 | -87 | 73 | 7
CCC(O)CNC(=O)NC(=C(Cl)Cl)c1ccc(C)c(F)c1 (centres undefined) | 0 | -4.4 | 11 | 14 | -7 | 21 | -10 | -55 | 17 | 2
Cn1cccc1C(=S)N=P(C1CCCCC1)(N1CCOCC1)N1CCOCC1 | -23 | -2.6 | 106 | 7 | 15 | 5 | 0 | -18 | 93 | 1

As entered above:
C=CCNc1ncnc2ccc(Br)cc12 in bCat KO growth = 56
CCOC(=O)Nc1nnc(-c2cccc(OC)c2)s1 in BB579 growth dn = -42

(list continues)
SMILES | Yeast life ext | MRP1 act | HCT116 PTEN-null | GALR2 antag | E-sel TNF inh | Measles CPE | Phagocytosis inh | BB579 growth dn | bCat KO growth | NPY Y2 blocker
Oc1ccc(Oc2ccc3c(C(F)(F)F)cc(C(F)(F)F)nc3n2)cc1 | -27 | 1.5 | 95 | 18 | -48 | 5 | / | -13 | 98 | 0
COc1cc(C(=O)Nc2ccc(NC(=O)c3ccco3)nc2)cc(OC)c1OC | -18 | -3.8 | 85 | 14 | 4 | 7 | -1 | -9 | 92 | 1
CCc1ccc2c(c1)c1nnc(NN)nc1n2CC | -2 | -2.4 | 26 | 7 | / | 6 | -5 | -63 | 42 | 4
Cc1ccccc1Oc1ccc(S(=O)(=O)NCCC(=O)O)cc1 | -14 | -1.1 | 97 | -6 | / | 3 | -1 | -38 | 98 | 8
O=C(NCCN1CCCC1=O)Nc1ccccc1 | -12 | -1.0 | 107 | 6 | -39 | 17 | 0 | -35 | 116 | 1
CCCCN1C(=O)C(CC(=O)NCC)SC1=Nc1ccccc1 (centres undefined) | / | -1.9 | 98 | 0 | 2 | 9 | / | -39 | 91 | 4
CC1=NN(c2ccc(C)cc2C)C(=O)C1C(c1ccccc1)C1C(=O)N(c2ccc(C)cc2C)N=C1C (centres undefined) | 21 | -3.0 | 89 | -10 | -29 | 3 | -3 | -28 | 92 | 6
CN(C)C(=O)Cn1c(SCC(=O)NCc2ccc3c(c2)OCO3)nc2ccccc21 | / | -0.6 | 93 | 8 | -17 | 21 | / | -30 | 94 | 1
O=C(CN1CCN(c2ccccn2)CC1)NC1CCCC1 | -15 | -1.9 | 98 | 16 | 0 | 35 | 1 | 1 | 93 | 0
COC(=O)c1ccc(C(=O)OC)c(NC(=S)N2CCN(c3ccccc3)CC2)c1 | -25 | -2.9 | 102 | 6 | -22 | 12 | / | -13 | 80 | 2
O=C(Nc1nsc(-c2ccccc2)n1)c1cccs1 | -7 | -1.4 | 96 | 10 | / | 1 | 2 | 15 | 96 | 11
CCOc1ccc(S(=O)(=O)N2CCN(C(=O)c3sccc3C)CC2)cc1 | -10 | 1.4 | / | 3 | -65 | 5 | 0 | 18 | 97 | 8
COc1ccccc1N1CCN(C(c2ccc(F)cc2)c2nnnn2C(C)C)CC1 (centres undefined) | -3 | -0.8 | 70 | 7 | -7 | 13 | -1 | -3 | 79 | 18*
O=C(CSc1nnc2scc(-c3ccccc3)n12)Nc1nsc(-c2ccccc2)n1 | -3 | -2.2 | 62 | -5 | 7 | 7 | 0 | -1 | 73 | 4
CCN(CC(O)CON=C1c2ccccc2-c2ccccc21)S(=O)(=O)c1ccc(Cl)cc1 (centres undefined) | 8 | -4.6 | 45 | -14 | / | 35 | -16 | -20 | 66 | 4
CCc1cc2c(=O)n(CC(C)C)cnc2s1 | -2 | -0.7 | 101 | -11 | 46 | 8 | -4 | -18 | 109 | 3
CCN1C(=O)CC(n2c(C)nc3ccccc32)C1=O (centres undefined) | -5 | -0.9 | 83 | 2 | -1 | 7 | 0 | -9 | 85 | -3
COc1ccc(C(C[N+](=O)[O-])c2c(-c3ccccc3)cc3ccccn23)cc1 (centres undefined) | -2 | -5.4 | 1.9* | -5 | -21 | 0 | 1 | -20 | 3.3* | 4
O=C1CC(N(C(=O)c2ccco2)c2cccc(Cl)c2)C(=O)N1c1cccc(Cl)c1 (centres undefined) | -7 | -1.7 | 95 | -9 | / | 12 | 0 | -24 | 81 | 4

Assay outcomes (PubChem)
